Bioassay records: PubChem BioAssay, National Center for Advancing Translational Sciences (NCATS)
aSyn yeast rescue – inhibitors of alpha-synuclein toxicity in yeast | S. cerevisiae alpha-synuclein toxicity rescue, BacTiter-Glo growth, 24 h | Potency, µM (doses to about 46.1 µM), for inactives: at the highest dose growth rescue (activation), most hits filed as activators | hit rate 0.02% among 94,000; active = well fitted activation curve with a large enough effect; inconclusive = small, poorly fitted or top-dose-only effect; also: 0% is about no effect
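Growth restoration measured by BacTiter-Glo luminescence after 24 hr at 30 deg C; alpha-synuclein yeast, raffinose-pregrown to mid-log, were added at OD600=0.02 in galactose medium onto pinned compounds.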
* marks the source's active call; other numbers are inactive results; ? = inconclusive; & = joins results of further samples. Potency is read from the fitted curve at half-maximal effect. This is a subset; count on the stated rates, not on these rows.

compound | aSyn yeast rescue
COC(=O)c1ccc(C2Nc3c(C)cc(C)cc3C3C=CCC32)cc1 (configuration not stated) | -0.2%
O=C(CSc1nnc(Cn2c(=O)sc3ccccc32)n1-c1ccccc1)NCc1ccco1 | 14.8%
Cc1nn(CC(=O)Nc2cccc(C(F)(F)F)c2)c(=O)c2nn(-c3ccccc3)c(C)c12 | 4.2%
Fc1ccccc1N1CCN(c2ncnc3nc[nH]c23)CC1 | 5.7%
COc1ccc(-c2cc3c(nn2)-c2ccccc2C3=O)cc1 | -6.6%
Cc1c(F)cccc1NS(=O)(=O)c1ccc2c(c1)n(C)c(=O)c(=O)n2C | -11.6%
Cc1ccc(S(=O)(=O)N2CCN(c3ccccn3)CC2)cc1 | 5.9%
C[C@H](CO)N1C[C@H](C)[C@@H](CN(C)Cc2cccc(C(=O)O)c2)OCc2cnnn2CCCC1=O | 2.0%
CC(OC(=O)c1ccc(O)cc1)C(=O)Nc1cc(C(F)(F)F)ccc1Cl (configuration not stated) | -5.1%
CCc1ccc(CNC(=O)Cn2nc(-c3ccc(Cl)cc3)ccc2=O)cc1 | -8.7%
Cc1ccccc1-c1nnc(C2CCN(S(=O)(=O)c3ccc(Cl)cc3)CC2)o1 | 6.0%
Cc1cc(C)c2cc(CN(Cc3ccco3)C(=S)NCC3CCCO3)c(=O)[nH]c2c1 (configuration not stated) | 2.0%
CC(=O)c1cccc(NC(=O)Cn2c(=O)oc3cc(S(=O)(=O)N4CCCC4)ccc32)c1 | -0.5%&2.4%
COc1ccc(NC(=O)Cn2nc(Cc3cccnc3)c3ccccc3c2=O)cc1OC | -9.0%
COc1cc2c(-c3ccccc3C)nc3c(c(C)nn3-c3ccccc3)c2cc1OC | 10.6%
O=C(Nc1ccccc1C(=O)OCc1cc(=O)n2ccsc2n1)c1ccc(Cl)cc1 | 1.7%
O=C(Nc1ccc(F)cc1)C1CCCN1S(=O)(=O)c1cccc2nsnc12 (configuration not stated) | -0.9%
CCOc1ccccc1NC(=O)CSc1nc2c(oc3ccccc32)c(=O)n1-c1ccc(C)c(C)c1 | 5.3%
CCOc1ccccc1C(=O)N(Cc1cc(OC)c(OC)c(OC)c1)C1CCS(=O)(=O)C1 (configuration not stated) | 3.1%
COc1ccc2[nH]c(=O)c(CNc3ccc(C)cc3C)cc2c1 | 16.5%
Cc1ccc(NC(=O)Cn2nc3c(cc2=O)CCCC3)cc1Cl | 3.7%
CCc1ccc(NC(=O)N(Cc2c[nH]c3ccccc23)C2CCCCCC2)cc1 | -0.5%
CCCCNC(=O)CCn1nc(-c2ccc(Cl)cc2)c2ccccc2c1=O | 1.1%
Cc1c2cnn(-c3ccccc3)c(=O)c2c(C)n1CCCC(=O)Nc1cccc(F)c1 | -7.6%
CN(Cc1ccccc1)C(=O)CN1C(=O)CSc2ccc(S(=O)(=O)N3CCOCC3)cc21 | -2.4%
Cc1ccc(C(=O)Nc2c(C)nc3ccccn3c2=O)cc1C | -2.9%
CCc1nn2c(=O)c(S(=O)(=O)Nc3ccc(Br)cc3F)c(C)nc2s1 | ?
CCN1CCN(c2nc(N(C)c3ccccc3)nc(N)c2[N+](=O)[O-])CC1 | -8.8%
CCOc1ccc(C(=O)NCCn2cc(SCC(=O)Nc3ccccc3)c3ccccc32)cc1 | -9.7%
Cc1ccc2scc(N3CCC(C)CC3)c(=O)c2c1 | 11.7%
COc1ccc(Cl)cc1NC(=O)c1cc(C)nc2c1c(C)nn2-c1ccccc1 | -7.2%
C1=CC2(C=C1)OC21CCC2(C=CC3(C2)OC3C2CCCCC2)CC1 (configuration not stated) | -2.0%
C#CCN(C[C@@H]1[C@@H](OC(=O)NCc2ccccc2)[C@@H](OC(=O)NCc2ccccc2)CN(C(=O)OC(C)C)N1C(=O)OC(C)C)S(=O)(=O)c1ccc(C)cc1 | 5.3%
COc1ccc(-n2c(Cc3cccn3C)nnc2SCC(=O)Nc2cc(Cl)ccc2OC)cc1 | 16.0%
CCOC(=O)CN1C(=O)c2ccccc2Sc2ncccc21 | 0.9%
CC1CCCCC1NC(=O)c1cccc(S(=O)(=O)N2CCN(C)CC2)c1 (configuration not stated) | 4.5%
COc1ccc(CNC(=O)Nc2ccc3c(c2)N(C)C(=O)c2ccccc2S3)cc1 | 1.6%
O=C(CN1C(=O)C2C3CCC(C3)C2C1=O)N1CCN(Cc2ccccc2)CC1 (configuration not stated) | 4.0%
O=C(NCCS(=O)(=O)N1CCN(c2ccc(F)cc2)CC1)C1CC(=O)N(c2ccc(F)cc2)C1 (configuration not stated) | 0.9%
CC1(C)CC(N(Cc2ccc(F)cc2)C(=O)c2ccc(F)cc2)CCO1 (configuration not stated) | 0.7%
CN(C)c1cccc(C(=O)OCC(=O)Nc2ccccc2-c2ccccc2)c1 | -5.7%
O=[N+]([O-])c1ccc(C(=S)N2CCN(c3ccc(F)cc3)CC2)cc1 | -0.8%
CC(=O)N1c2ccc(S(=O)(=O)NCCC(=O)N(C)Cc3ccccc3)cc2CC1C (configuration not stated) | 2.6%
COc1ccc(CNC(=O)Cc2ccc(NC(=O)N3CCSc4ncccc43)cc2)cc1 | -1.5%
CC1CCC(NC(=O)COC(=O)C2CC3CCCC(C2)C3=O)CC1 (configuration not stated) | 9.2%
CCOc1ccc(S(=O)(=O)N2CCCCC2)cc1NC(=O)Cc1ccc(OC)cc1 | 5.8%
Cc1ccc(C(=O)NCC(c2ccco2)S(=O)(=O)c2ccc(Cl)cc2)cc1C (configuration not stated) | 22.7%
CCc1cc(C(=O)Nc2ccc(S(=O)(=O)NC3=NCCCCC3)cc2)sc1C | -3.8%
COc1cccc(C(=O)NCC(=O)OCc2cc(=O)n3ccsc3n2)c1 | -2.2%
CN1CCN(c2ccc(CNS(=O)(=O)Cc3ccc(Cl)cc3)cc2)CC1 | -7.1%
Cc1cc(C)cc(NC(=O)c2cnn(-c3ccc(C)c(C)c3)c2C2CCNCC2)c1 | 2.8%
Cc1cc(C(=O)OCC(=O)Nc2cccc(S(N)(=O)=O)c2)c2ccccc2n1 | -1.9%
O=C(Nc1cccc(C(F)(F)F)c1)Nc1nnc(N2CCCCC2)s1 | 1.1%
Cc1ccc(CNC(=O)c2nc(SCc3ccccc3F)ncc2Cl)cc1 | -10.4%
CCOC(=O)CC(NC(=O)CCc1c(C)nc2ncnn2c1C)c1ccc(C)cc1 (configuration not stated) | -10.8%
CCN(CCN(C)C)C(=O)Cn1ncc2c([nH]c3ccc(C)cc32)c1=O | 7.2%
CCc1ccc(C(=O)c2cn(CC(=O)Nc3ccc(F)cc3)c3ccc(F)cc3c2=O)cc1 | -0.5%
CC(=O)/C(=N\Nc1ccccc1)Sc1cccc2cccnc12 | 17.1%
Cc1nc(SCCOc2ccccc2)[nH]c(=O)c1Cc1ccccc1 | -7.9%
COc1ccc(NC(=O)c2cnn(-c3ccc(C)c(C)c3)c2C2CCNCC2)cc1OC | 2.5%

Further entries follow.
compound | aSyn yeast rescue
COc1ccc(-c2nnc(SCC(=O)NC3CCCCC3)nc2-c2ccc(OC)cc2)cc1 | 2.4%
Cc1noc(NC(=O)c2cccc(C(F)(F)F)c2)c1Cl | -1.3%
O=C(NCc1ccccc1Cl)c1cccn1-c1nnc(N2CCCCC2)s1 | -12.9%
CCC/C=C/c1ccc(CN2C(CC(C)C)C(=O)N(Cc3cn(CCOCOC)nn3)CCS2(=O)=O)cc1 (configuration not stated) | -6.2%
Cc1ccc2oc3c(c(=O)c2c1)C(c1ccc([N+](=O)[O-])cc1)N(CCCN1CCOCC1)C3=O (configuration not stated) | -5.2%
N#CCN(C(=O)CSc1nnc(C2CC2)n1C1CC1)c1ccccc1 | 2.8%
CCCN1CCN(CCNC(=O)Nc2ccccc2OCC)CC1 | -5.2%
CCCCCn1c(CN2CCCCC2CC)nc2c1c(=O)n(C)c(=O)n2C (configuration not stated) | 1.0%
Cc1cccc(-n2c(=O)c3c(c4cc(C)ccc4n3C)n(CC(=O)Nc3ccccc3C(F)(F)F)c2=O)c1 | -1.6%
CCn1c(COc2ccc(Cl)cc2Cl)nc2ccccc21 | -10.0%
CC(=O)NNc1cc(N2CCOCC2)nc(N2CCOCC2)n1 | -1.0%
O=C(NCc1ccccn1)c1nc(Cn2ccc([N+](=O)[O-])n2)no1 | 10.2%
CN1CCN(C(=O)c2cc3c(=O)n4ccccc4nc3s2)CC1 | 4.7%
O=S(=O)(NCc1ccc(Cl)cc1Cl)c1ccc(N2CCOCC2)nc1 | 0.0%
NC(=O)c1c(NC(=O)Cn2nc(C(=O)O)c3ccccc3c2=O)sc2c1CCCC2 | 12.0%
COc1ccc(-c2n[nH]c3c2C(c2ccccn2)N(C)C3=O)cc1 (configuration not stated) | 4.5%
O=C(/C=C\c1ccccc1)NC1CC(=O)N(c2ccccc2)C1 (configuration not stated) | -12.0%
O=C(CCS(=O)(=O)c1nc(-c2ccc3c(c2)OCO3)cc(C(F)(F)F)n1)Nc1ccccc1C(F)(F)F | 9.2%
Cn1c(NCCO)nc2c1c(=O)n(Cc1cccc(F)c1)c(=O)n2C | 2.4%
C[C@@H](NC(=O)c1ncn2c1C(=O)NC[C@@H]2C)c1ccccc1 | 5.2%
O=C(CCC1N=C2c3ccccc3N=C(SCc3cccc(Cl)c3)N2C1=O)NCCc1ccccc1 (configuration not stated) | 7.5%
Cc1[nH]nc(SCC(=O)NCc2ccccc2)c1[N+](=O)[O-] | 2.7%
COc1cc2nc(NCc3ccccc3)n3nc(-c4ccccc4)nc3c2cc1OC | -1.3%
COC(=O)c1ccc2c(c1)N(Cc1ccccc1)C(=O)c1ccccc1S2(=O)=O | -7.9%

A stretch from the list above, for reference:
compound | aSyn yeast rescue
O=C(NCc1ccccn1)c1nc(Cn2ccc([N+](=O)[O-])n2)no1 | 10.2%
CN1CCN(C(=O)c2cc3c(=O)n4ccccc4nc3s2)CC1 | 4.7%
O=S(=O)(NCc1ccc(Cl)cc1Cl)c1ccc(N2CCOCC2)nc1 | 0.0%
NC(=O)c1c(NC(=O)Cn2nc(C(=O)O)c3ccccc3c2=O)sc2c1CCCC2 | 12.0%
COc1ccc(-c2n[nH]c3c2C(c2ccccn2)N(C)C3=O)cc1 (configuration not stated) | 4.5%
O=C(/C=C\c1ccccc1)NC1CC(=O)N(c2ccccc2)C1 (configuration not stated) | -12.0%
O=C(CCS(=O)(=O)c1nc(-c2ccc3c(c2)OCO3)cc(C(F)(F)F)n1)Nc1ccccc1C(F)(F)F | 9.2%
Cn1c(NCCO)nc2c1c(=O)n(Cc1cccc(F)c1)c(=O)n2C | 2.4%
C[C@@H](NC(=O)c1ncn2c1C(=O)NC[C@@H]2C)c1ccccc1 | 5.2%
O=C(CCC1N=C2c3ccccc3N=C(SCc3cccc(Cl)c3)N2C1=O)NCCc1ccccc1 (configuration not stated) | 7.5%
Cc1[nH]nc(SCC(=O)NCc2ccccc2)c1[N+](=O)[O-] | 2.7%
COc1cc2nc(NCc3ccccc3)n3nc(-c4ccccc4)nc3c2cc1OC | -1.3%
COC(=O)c1ccc2c(c1)N(Cc1ccccc1)C(=O)c1ccccc1S2(=O)=O | -7.9%

Continued:
compound | aSyn yeast rescue
CCOc1cc(Cl)c(S(=O)(=O)n2cc(C)nc2CC)cc1Cl | -6.8%
Cc1c(/C=C(\C#N)C(=O)Nc2cccc(Cl)c2)c2ccccc2n1Cc1ccccc1 | 0.9%
CC(C)(C)c1ccc(C(=O)C2CC2)cc1 | 7.2%
CCC(C)c1ccc(OCC(=O)Nc2cccc3ccc(C)nc23)cc1 (configuration not stated) | -5.9%
COc1ccc(-c2noc(CSc3nc4ccccc4[nH]3)n2)cc1OC | 1.2%
O=C(NCCn1cc(SCc2ccccc2)c2ccccc21)c1c(F)cccc1F | 1.0%
CCOc1ccccc1CNCCNC(=O)c1nonc1N | -0.8%&-3.4%
O/N=C(\c1ccccc1)C(O)c1ccccc1 (configuration not stated) | 0.2%
O=C(CCC1CCN(C(=O)CC2=CCCCC2)CC1)NCc1ccc(F)cc1 | -1.7%
CCOCc1[nH]c(=S)[nH]c(=O)c1Cc1ccc(OCC(C)C)cc1 | -1.8%
Cc1cc(C)cc(-n2c(C)cc(C(=O)C(=O)Nc3nnc(C)s3)c2C)c1 | -1.8%
CC1=CN2C(=NC(=O)CC2(C)C(=O)N(CC(=O)NC2CCCC2)Cc2ccc(Cl)cc2)C=C1 (configuration not stated) | 0.9%
N#C/C(=C\c1ccc(O)cc1)C(=O)NCC1CCCO1 (configuration not stated) | 2.4%
Cc1ccccc1C(=O)Nc1cccc(C(=O)OCc2cc(=O)n3c(C)csc3n2)c1 | 4.4%
CCS(=O)(=O)N1CCN(c2cc3c(cc2[N+](=O)[O-])n(C)c(=O)n3C)CC1 | -8.1%
COc1ccc(NC(=O)C(Cc2ccccc2)NS(=O)(=O)c2ccc(Br)s2)cc1OC (configuration not stated) | -1.2%
COc1ccc(NC(=O)C2CCCN(S(=O)(=O)c3c(C)n[nH]c3C)C2)cc1OC (configuration not stated) | -11.9%
O=C(/C=C/c1ccc(O)cc1)c1ccccc1 | -2.8%
CCOC(=O)c1ccccc1NC(=O)CSc1nc2ccccc2c(=O)[nH]1 | 6.3%
Cc1ccc(Cn2ncc3c(N4CCN(CC#N)CC4)ncnc32)cc1 | 13.1%
COC(=O)c1ccc(-n2c(/C=C\c3cccc(Br)c3)nc3ccccc3c2=O)cc1 | -8.4%
CC[n+]1c(/C=C/N(C)c2ccccc2)oc2ccc(F)cc21 | -3.9%
CSc1cccc(NC(=S)N(CCN(C)C)C(C)c2ccncc2)c1 (configuration not stated) | -2.8%
OCCC1CN(Cc2ccon2)CCN1Cc1ccc(F)c(F)c1 (configuration not stated) | -9.2%
